# CHRM5 PAM: positive allosteric modulators of human muscarinic M5 receptor | CHO-K1 hM5, Fluo-8 calcium, ACh EC20 PAM; 0% = ACh EC20, 100% = ACh EC100 | activation, % at 3 µM | AID 624038 | 0.3% of 360,000 active;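 active = activation above the run cutoff, the mean activation of all test compounds plus 3 SD, cut at about 18% in these data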
# Target sequence (P08912 whole entry, looked up): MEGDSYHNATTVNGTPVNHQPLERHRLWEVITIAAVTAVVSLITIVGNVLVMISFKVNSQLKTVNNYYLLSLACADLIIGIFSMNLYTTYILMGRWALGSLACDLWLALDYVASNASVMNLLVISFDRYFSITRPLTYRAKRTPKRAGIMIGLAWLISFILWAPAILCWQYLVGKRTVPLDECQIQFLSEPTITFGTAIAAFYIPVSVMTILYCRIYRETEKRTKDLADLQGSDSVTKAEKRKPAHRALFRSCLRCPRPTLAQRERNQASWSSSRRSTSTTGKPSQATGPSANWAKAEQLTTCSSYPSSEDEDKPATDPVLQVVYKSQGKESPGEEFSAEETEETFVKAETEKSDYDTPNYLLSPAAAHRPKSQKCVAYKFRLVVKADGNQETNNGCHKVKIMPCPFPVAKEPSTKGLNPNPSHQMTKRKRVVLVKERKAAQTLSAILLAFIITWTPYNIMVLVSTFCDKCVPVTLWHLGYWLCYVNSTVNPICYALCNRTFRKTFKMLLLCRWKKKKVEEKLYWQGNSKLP
#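 system = human M5 receptor in CHO-K1 cells | compound = one concentration, 3 µM final (nominal) | schedule = Post-acetylcholine fluorescence recording 140 s | signal = Fluo-8 calcium dye fluorescence, kinetic read | benchmarks = low control EC20 acetylcholine (0%), high control EC100 acetylcholine (100%) | repeats = singlicate, one well per test compound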
# CHO-K1 Ca PAM: M1 PAM counterscreen hit in parental CHO-K1 cells; ATP EC20, Fluo-8 calcium fluorescence; 0% at ATP EC20, 100% at ATP max; activation, % at 3 µM; 0.02% of 360,000 active;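 active = activation above the run cutoff, the mean activation of all test compounds plus 3 SD, cut at about 40% in these data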;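 note: peak over basal fluorescence ratio in a 140 s read after ATP addition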
# M5 ag: CHRM5 agonism in calcium assay. CHO-K1 hM5 cells, Fluo-8 calcium fluorescence; 0% DMSO wells, 100% maximal acetylcholine response. activation, % at 3 µM. 0.19% of 360,000 active;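 active = activation above the run's mean over test compounds plus 3 SD, cut at about 23% in these data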;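 note: signal is peak over basal fluorescence ratio across the kinetic read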
# M1 ag parental: M1 agonist counterscreen hit in parental CHO-K1 cells; Fluo-8 calcium fluorescence; scaled to maximal ATP response, vehicle zero; activation, % at 3 µM; 0.48% of 360,000 active; AID 602248; in the data active = activation above about 15%;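 note: untransfected CHO-K1 host cells lacking M1 receptor as counterscreen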
# M5 antag: blocks acetylcholine activation of human M5 receptor; P08912; 0.59% of 360,000 active; inhibition, % at 3 µM; CHO-hM5 cells, Fluo-8 calcium fluorescence, ACh EC80;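 active = inhibition above a per-plate cutoff, the mean of that plate's test compounds plus 3 SD, cut at about 27% in these data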;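 note: 0% = acetylcholine EC80 with DMSO and 100% = DMSO without agonist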
# CHO-K1 Ca antag: nonselective inhibitor or artifact in parental CHO-K1 cells. inhibition, % at 3 µM. AID 602250. 0.6% of 360,000 active. ATP-induced calcium, Fluo-8 fluorescence;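 active = inhibition above a per-plate cutoff, the plate's mean sample inhibition plus 3 SD, cut at about 24% in these data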;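 note: 0% = DMSO plus EC80 ATP and 100% = DMSO alone without ATP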
# CHRM4 antagonist: antagonists of human muscarinic M4 receptor (CHRM4); CHO-hM4 cells, ACh EC80, Fluo-8 calcium fluorescence; inhibition, % at 3 µM; 0.73% of 360,000 active;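 active = inhibition above its plate's cutoff, the mean inhibition of sample wells plus 3 SD, cut at about 27% in these data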;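 note: 0% = acetylcholine EC80 with DMSO and 100% = DMSO without agonist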
# Target sequence (P08173 whole entry, looked up): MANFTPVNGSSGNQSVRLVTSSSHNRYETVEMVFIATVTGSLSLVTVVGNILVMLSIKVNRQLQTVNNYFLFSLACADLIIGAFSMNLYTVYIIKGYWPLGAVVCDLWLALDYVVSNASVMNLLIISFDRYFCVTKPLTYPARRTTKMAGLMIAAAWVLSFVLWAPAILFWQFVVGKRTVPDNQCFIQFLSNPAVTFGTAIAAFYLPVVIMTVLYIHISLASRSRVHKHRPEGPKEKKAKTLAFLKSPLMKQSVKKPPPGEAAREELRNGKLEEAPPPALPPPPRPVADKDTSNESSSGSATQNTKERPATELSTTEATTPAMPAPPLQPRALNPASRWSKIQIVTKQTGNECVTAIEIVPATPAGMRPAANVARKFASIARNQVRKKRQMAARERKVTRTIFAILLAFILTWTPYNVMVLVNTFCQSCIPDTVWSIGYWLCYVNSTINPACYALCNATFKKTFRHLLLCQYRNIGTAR
# CHRM4 PAM: potentiates acetylcholine response at human M4 receptor | P08173 | 0.4% of 360,000 active | activation, % at 3 µM | CHO-K1 hM4/Gqi5, Fluo-8 calcium fluorescence, ACh EC20; 0% = ACh EC20, 100% = maximal ACh;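 active = activation above its plate's cutoff, the mean activation of sample wells plus 3 SD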; note: some results filed as inactive read as strong as hits
# CHRM4 agonist: agonists of human muscarinic M4 receptor (CHRM4). P08173. CHO-K1 hM4/Gqi5, Fluo-8 calcium fluorescence; vehicle 0%, full acetylcholine response 100%. activation, % at 3 µM. 0.14% of 360,000 active. AID 624127;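 active = activation above the run mean over all test wells plus 3 SD, cut at about 32% in these data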;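 note: peak over basal fluorescence ratio per well then scaled between controls; 0% = DMSO wells and 100% = acetylcholine at EC100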
# The depositor's hits bear a star; & = joins results of further samples. This is a subset. The share of hits here may be higher or lower than overall.
SMILES	CHRM5 PAM	CHO-K1 Ca PAM	M5 ag	M1 ag parental	M5 antag	CHO-K1 Ca antag	CHRM4 antagonist	CHRM4 PAM	CHRM4 agonist
CCOC(=O)C(O)(c1ccc(N(CC)C(=O)OC)cc1)C(F)(F)F (stereo not drawn)	-6	-1	-2	0.4	3	1	-7	5	2
O=C(O)CCn1cc(C=C2C(=O)NC(=S)NC2=O)c(-c2cc3ccccc3oc2=O)n1	2	16	0	0.6	4	-12	-7	7	1
CC(Cc1cccs1)NCc1ccccc1 (stereo not drawn)	1	-6	-6	-0.2	8	-13	0	-3	0
O=C(c1cnn2c(C(F)(F)F)cc(-c3ccccc3)nc12)N1CCC2(CC1)OCCO2	1	8	5	0.6	7	-9	-11	2	2
O=C(c1ccc(CNS(=O)(=O)c2ccccc2)cc1)N1CCC2(CC1)OCCO2	4	14	-3	0.3	-1	-5	5	-2	1
COCCN1C(=O)NC(=O)/C(=C\c2ccc(Br)cc2)C1=O	8	20	0	0.8	3	-18	1	0	1
CCN(CC)C(=O)c1ccc(N(Cc2ccccc2)S(C)(=O)=O)cc1	-3	20	1	1.7	11	-12	3	1	1
CN(C)C(=O)Oc1ccc(C(=O)c2ccccc2)cc1	-4	8	0	0.5	6	-5	15	-4	0
CCCCCCN1CCN(c2ccc(Cl)cc2)CC1	-21	14	-10	1.7	12	-8	1	-11	1
Cc1cccc(OP(=O)(Nc2ccc(F)cc2)Oc2cccc(C)c2)c1	-13	26	-1	8.0	0	-13	-2	-15	2
NC(=O)CSP(=O)(c1ccccc1)c1ccccc1	-1	4	0	0.4	-3	-6	5	-9	0
CSc1ccc(C(=O)C2CCCN(Cc3cccnc3)C2)cc1 (stereo not drawn)	-21	11	-9	5.2	18	-3	16	-18	5
CC12CN3CCN(C1)CC(C)(C3)C2=NO	3	20	1	1.0	-8	-10	3	0	1
CC(=O)c1ccc(NC2=NCCCS2)cc1	-8	-20	-5	-0.4	31*	8	11	-11	2
COc1ccc(CN2CC=C(c3ccc(F)cc3)CC2)cc1Br	3	23	-12	1.0	7	-14	-2	-15	0
c1ccc(Nc2ccc3ccccc3c2)cc1	-6	4	-1	0.2	7	0	0	-6	1
Cc1cc(C)n(CCOC(=O)C2C(C=C(Cl)Cl)C2(C)C)n1 (stereo not drawn)	-6	14	-10	1.4	-11	-16	1	1	-1
CCCN1CC[C@@H]2c3cc(O)ccc3CC[C@@H]21	-5	22	-1	0.8	-2	-3	-10	1	2
CN1CCN(CCC(=O)OC2CC3CCC(C2)N3C)CC1 (stereo not drawn)	-4	-2	-2	0.4	-3	7	1	3	1
COC(=O)C1=C(c2ccccc2OCc2ccccc2)C[C@@H]2CC[C@H]1N2C(=O)NCc1ccc(N(C)C)cc1	-22	6	1	0.4	9	-7	-2	-6	6
COC(=O)C1=C(c2cc3ccccc3o2)C[C@@H]2CC[C@H]1N2C(=O)NCCO	6	5	-4	0.2	12	-11	8	-3	1
COc1cc(N2CCOCC2)ccc1/C=C1\C(=O)NC(=O)N(C2CCCCC2)C1=O	-1	12	0	0.9	-2	-7	3	-6	2
COc1ccc(-n2nnnc2C(c2cccc3ccccc23)N2CCC3(CC2)C(=O)NCN3c2ccccc2)cc1 (stereo not drawn)	10	-7	13	-0.1	-5	-3	2	3	2
C[C@]12CCC3C(C[C@@H](O)[C@H]4C[C@@H](O)CC[C@]34C)C1CC[C@@H]2O (stereo partly drawn)	-4	8	0	0.7	15	-5	14	6	2
CN=C(SCc1cc2c(cc1Cl)OCO2)c1c(O)n(C)c(=O)n(C)c1=O	1	5	0	1.9	-8	-4	1	0	1
COc1ccc(CN2C(=O)NC(=O)/C(=C\c3ccco3)C2=O)cc1	-6	6	5	1.2	9	-7	2	-2	2
Fc1ccc(CNC2CN3CCC2CC3)cc1 (stereo not drawn)	-4	15	-24	0.8	5	-11	11	-8	1
C[C@](N)(CCP(=O)(O)O)C(=O)O	6	-11	1	0.1	1	25*	7	-4	0
CN1CCC2(CC1)CC(NC=O)c1ccccc1O2 (stereo not drawn)	3	13	-10	0.5	-5	-7	-1	1	2
O=C(/C=C/c1ccc2c(c1)OCO2)c1c(O)n(CCc2ccccc2)c(=O)[nH]c1=O	10	13	-3	1.3	0	-8	-4	2	1
CCCCn1c(=O)c(C(=O)NCc2ccc(Cl)cc2)c(O)c2ccccc21	1	-17	-1	-0.4	1	9	-10	2	0
COc1cccc(CNCCc2c[nH]c3ccccc23)c1	-7	6	-4	2.5	6	-7	-3	-1	2
Cc1c(N=Cc2c(O)n(Cc3ccccc3)c(=O)[nH]c2=O)c(=O)n(-c2ccccc2)n1C	6	23	-9	0.8	-8	-6	-4	-2	2
CCC(=NCc1ccco1)c1c(O)[nH]c(=O)[nH]c1=O	-1	12	-1	-0.2	-4	-16	-16	4	0
CCOC(=O)C1C(OC(=O)c2ccccc2)CC2CCC1N2C (stereo not drawn)	0	-12	-2	-0.8	-7	8	-3	1	2
COC(=O)C1=C(c2ccc(C(C)=O)cc2)C[C@@H]2CC[C@H]1N2C(=O)NCCOc1ccccc1Cl	-2	9	-5	0.5	4	-9	3	-2	3
COC(=O)c1ccccc1N=Cc1c(O)[nH]c(=S)[nH]c1=O	-3	0	0	0.4	8	-4	14	-11	0
Cn1c(O)c(C(=O)c2ccccc2Cl)c(=O)n(C)c1=O	4	25	-1	1.6	-5	-5	4	6	-1
COc1ccc(S(=O)(=O)NC(CC(=O)N2CCC3(CC2)OCCO3)c2ccco2)cc1 (stereo not drawn)	5	25	-4	-0.3	-1	-10	-4	14	1
COCCOC(=O)C1=C(N)Oc2c(c(=O)oc3ccccc23)[C@@]12C(=O)Nc1ccccc12	6	18	1	0.8	-9	-10	3	4	2
Cc1oc(-c2ccccc2F)nc1CS(=O)CC(=O)N1CCC2(CC1)OCCO2 (stereo not drawn)	2	20	2	0.5	1	1	-4	3	1
CCOP(=O)(/C=C(\Cl)c1ccccc1)C(O)c1ccc(F)cc1 (stereo not drawn)	2	6	-3	1.7	4	-12	-3	-6	1
COc1ccc2c(c1)CC1(CN2C)C(=O)NC(=O)N(CCc2ccccc2)C1=O (stereo not drawn)	1	14	0	1.9	1	-12	13	-7	1
CN(C)C1C(=O)C(C(N)=O)=C(O)C2(O)C(=O)C3=C(O)c4c(O)cccc4C(C)(O)C3CC12 (stereo not drawn)	-2	-12	4	-0.3	0	28*	-10	5	0
COc1cccc(C(c2nnnn2C2CCCCC2)N2CCC3(CC2)C(=O)NCN3c2ccccc2)c1OC (stereo not drawn)	-1	33	4	2.8	9	-32	9	-9	14
Cc1cc(C(=O)O)c(C)n1C1CC1	-6	-19	2	0.2	1	4	-6	-2	1
O=C(c1cccs1)C1CN2CCC1CC2 (stereo not drawn)	-13	7	-7	-0.1	13	-3	-1	-16	0
O=P(NS(=O)(=O)c1ccc(Cl)cc1)(Oc1ccccc1)Oc1ccccc1	4	11	3	0.3	-6	-10	-6	7	0
CC12CN3CC(C)(CN(C1)P3(=O)Oc1ccccc1)C2=O (stereo not drawn)	-3	11	0	0.5	3	-12	-3	-2	0
O=[N+]([O-])c1cc2c(cc1CNCCc1ccc3c(c1)OCO3)OCO2	0	-12	-1	0.1	3	4	3	-7	2
Nc1cc(N2CCNCC2)ccc1[N+](=O)[O-]	0	18	1	1.1	-1	-8	16	-2	0
Cc1cc(N2C(=O)CC(N3CCC(n4c(=O)[nH]c5ccccc54)CC3)C2=O)no1 (stereo not drawn)	3	10	-2	0.1	-3	1	4	-4	0
COCCNC(=O)Cn1cc(/C=C2\C(=O)NC(=O)N(c3ccccc3F)C2=O)c2ccccc21	-6	-6	0	5.6	17	13	4	-2	13
N#CCCn1cc(C(=O)Nc2ccc(F)cc2)c(-c2ccc([N+](=O)[O-])cc2)n1	6	-2	0	0.7	5	-1	-8	4	2
CC12CN3C(O)C(C)(C1)CC(C)(C2)C3O (stereo not drawn)	0	15	2	0.9	2	-14	11	2	1
COC(=O)C(C)NC(=S)N1CC2C[C@@H](C1)Cn1c2cccc1=O (stereo partly drawn)	-2	-8	-3	0.6	12	-7	-2	3	4
Cc1cc(C)n2nc(C)[n+](C)c2n1	3	-2	-1	2.5	-3	-7	10	-4	1
O=C(C[N+]12CCC(CC1)C(CO)C2)c1ccc(Br)cc1 (stereo not drawn)	1	5	-6	0.7	2	-10	0	3	0
C[C@]12CC[C@H](O)C[C@H]1CC[C@@H]1[C@@H]2CC[C@]2(C)[C@@H](C3=CC(=O)OC3)CC[C@]12O	-3	7	1	1.1	-1	2	-13	2	1
C=C(C)CSc1nnc([C@@H](N)Cc2c[nH]c3ccccc23)o1	-2	23	-2	1.6	5	1	-3	-2	3

# (further entries)
SMILES	CHRM5 PAM	CHO-K1 Ca PAM	M5 ag	M1 ag parental	M5 antag	CHO-K1 Ca antag	CHRM4 antagonist	CHRM4 PAM	CHRM4 agonist
CCOP(=O)(Cc1cc(C#N)oc1C)OCC	3	8	-4	0.4	-8	-6	-12	2	1
C[C@]12N[C@H](Cc3ccccc31)c1ccccc12	-2&-3	17&6	1&0	0.2&0.7	-3&2	-8&2	-4&-8	-2&2	1&2
Cc1ccc(C)c(NP(=O)(Oc2ccccc2)Oc2ccccc2)c1	-13	4	3	7.9	24	18	14	-12	16
O=C1NC(=O)C(C2CCOC2=O)N1 (stereo not drawn)	-2	19	-1	0.5	2	-12	-15	3	1
O=C(Cn1ncc2c3ccccc3n(Cc3cccc(Cl)c3)c2c1=O)N1CCC2(CC1)OCCO2	7	9	-2	3.0	0	0	8	2	8
COc1cc(OC)c(OC)cc1CN1CCN(C(=O)Cc2ccccc2)CC1	-1	11	1	0.4	-4	-10	1	-4	-1
C[C@]12C=CC(=O)C=C1C=C[C@@H]1C2CC[C@]2(C)C(=O)CCC12 (stereo partly drawn)	3	11	-2	1.4	8	-11	-5	-2	1
CC1(C)C(=O)CCC2C1=CCC1C2CCC2(C)C(O)CCC12 (stereo not drawn)	3	7	4	5.7	5	-5	-2	-7	6
CC(OC(=O)c1cn(C)c2ccccc12)C(=O)N1CCCC1 (stereo not drawn)	5	5	-3	-0.7	10	-2	-4	8	0
FC(F)(F)c1ccccc1CN1CCN(Cc2ccccc2)CC1	-14	3	-6	0.2	12	-2	9	-20	-2
O=c1c2ccccc2nc(-c2ccco2)n1-c1ccccc1	0	20	-1	0.6	0	-9	2	-1	1

# One compound at a time, from the list above:
# O=[N+]([O-])c1cc2c(cc1CNCCc1ccc3c(c1)OCO3)OCO2 is listed as CHRM5 PAM: 0; CHO-K1 Ca PAM: -12; M5 ag: -1; M1 ag parental: 0.1; M5 antag: 3; CHO-K1 Ca antag: 4; CHRM4 antagonist: 3; CHRM4 PAM: -7; CHRM4 agonist: 2
# COc1cc(N2CCOCC2)ccc1/C=C1\C(=O)NC(=O)N(C2CCCCC2)C1=O is listed as CHRM5 PAM: -1; CHO-K1 Ca PAM: 12; M5 ag: 0; M1 ag parental: 0.9; M5 antag: -2; CHO-K1 Ca antag: -7; CHRM4 antagonist: 3; CHRM4 PAM: -6; CHRM4 agonist: 2
